Assay outcomes from PubChem.
SIRT5 block – blocks human SIRT5 desuccinylation of peptide; actives 1.1% (n = 330,000); inhibition, % at 15 µM; Purified SirT5, succinyl-peptide AMC, trypsin-coupled fluorescence; in the data active means inhibition above about 15%
Target sequence (Q9NXA8 whole entry, looked up): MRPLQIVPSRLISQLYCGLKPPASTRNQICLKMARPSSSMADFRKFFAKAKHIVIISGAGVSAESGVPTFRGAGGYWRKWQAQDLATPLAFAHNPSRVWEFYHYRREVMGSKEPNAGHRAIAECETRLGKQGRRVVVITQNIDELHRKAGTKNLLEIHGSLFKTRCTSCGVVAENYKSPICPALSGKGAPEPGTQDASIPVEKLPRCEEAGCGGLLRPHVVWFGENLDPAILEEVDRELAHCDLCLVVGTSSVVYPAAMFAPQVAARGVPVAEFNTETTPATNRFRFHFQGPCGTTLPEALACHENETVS
FN deposit inh – fibronectin deposition inhibition | AH1F fibroblasts, Alexa488-fibronectin deposition fluorescence, overnight | inhibition, % at 12.6 µM | actives 0.086% (n = 350,000) | AID 743247;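 active means mean inhibition across replicates of 30% or more, regardless of how many single replicates reach that level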;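 further: positive control wells lacked labelled fibronectin entirely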
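Material: AH1F fibroblasts assembling fluorescent fibronectin matrix; amount: 10000 AH1F cells/well; medium: DMEM, 2% serum; reagent: Alexa488-fibronectin, 24 nM final in well; dosing: single compound dose, delivered by pin transfer; incubation: 1 h adhesion, overnight exposure; detection: fluorescence after three HBSS washes, excitation 485 nm, emission 525 nm; measure: fibronectin deposition inhibition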
S100A4 inh HTS – inhibitors of human S100A4 binding to myosin IIA peptide. P26447. S100A4/TAMRA-MyoIIA peptide fluorescence polarization. inhibition, % at 10.7 µM. actives 0.14% (n = 360,000). AID 652163;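 active means mean inhibition of at least 70% across replicates, with every replicate also reaching that level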
Target sequence (P26447 whole entry, looked up): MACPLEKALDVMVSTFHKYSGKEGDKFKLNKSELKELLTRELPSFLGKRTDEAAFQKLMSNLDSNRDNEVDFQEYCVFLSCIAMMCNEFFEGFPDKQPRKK
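Test system: S100A4 monomer protein. Medium: HEPES buffer with Ca2+, pH 7.2. Reagent: fluorescent myosin IIA peptide, 5 nM. Compound dosing: single-point compound testing. Timing: 5 min between mix addition and reading. Benchmarks: DMSO neutral and TFP positive wells.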
C2C12 statin – suppressors of simvastatin-induced myotoxicity in C2C12 myotubes; ATP luminescence, 48 h; scaled: DMSO 0, geranylgeraniol control 100; rescue of ATP level, % at 7.49 µM; actives 0.78% (n = 330,000); AID 602340;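 active means mean ATP rescue above about 67%, or every replicate alone reaching that limit, limit read from the data, passing the limit was not always enough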;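 further: myotubes were challenged with 10 µM simvastatin during compound exposure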
LGR2 inh – inhibitors of bursicon-induced Drosophila LGR2 receptor cAMP signaling | HEK293 LGR2, CRE-luciferase, bursicon-stimulated, 4 h | inhibition, % at 9.99 µM | actives 0.35% (n = 380,000);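 active means drop in luminescence signal, shown as inhibition above about 50% in the replicate tests, limit read from the data, passing the limit was not always enough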;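 further: agonist challenge used bursicon conditioned medium at about half maximal strength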
esBAF inh – blocks esBAF chromatin remodeling in mouse ES cells | reporter increase, % at 12.5 µM | actives 2% (n = 350,000) | Bmi1-luciferase knock-in reporter, 24 h; 100% = twice the neutral-well signal | AID 602393; in the data active means activation above about 40%;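 further: 0% = median of the plate's neutral control wells and 100% = double that signal; a rise in the Bmi1 reporter signal indicates esBAF inhibition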
Casp6 inh – inhibitors of human caspase-6; P55212; purified caspase-6, Z-VEID-R110 cleavage fluorescence; inhibition, % at 12.5 µM; actives 0.53% (n = 350,000); AID 686996;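 active means mean inhibition across replicates at least about 35%, with every replicate also reaching that limit, limit read from the data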;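 further: 0% = median of neutral control wells and 100% = no fluorescence left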
Target sequence (P55212 24-179 limits assumed): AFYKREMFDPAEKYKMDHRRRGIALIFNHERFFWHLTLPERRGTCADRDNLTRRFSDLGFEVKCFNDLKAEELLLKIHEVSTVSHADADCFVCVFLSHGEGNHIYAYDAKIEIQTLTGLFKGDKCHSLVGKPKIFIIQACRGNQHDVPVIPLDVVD
Target sequence (P55212 194-293 limits assumed): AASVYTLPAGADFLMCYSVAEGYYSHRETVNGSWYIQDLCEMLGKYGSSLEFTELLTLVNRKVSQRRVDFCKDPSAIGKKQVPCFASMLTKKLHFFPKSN
* hit, by the source's call; . = no result given. A portion of the library. The share of hits here may be higher or lower than overall.

SMILES	SIRT5 block	FN deposit inh	S100A4 inh HTS	C2C12 statin	LGR2 inh	esBAF inh	Casp6 inh
COc1ccc(C)cc1N1C(=N)/C(=C2/Nc3ccccc3S2)C(c2ccccc2)C1=O (stereo not given)	-5.5	3.1	5.3	2.3	.	6.5	-0.1
CCCN1C[C@H](C)[C@H](OC)CN(C)C(=O)c2ccc(NC(=O)c3ccccc3F)cc2OC[C@@H]1C	3.7	2.6	30.7	-14.9	-1.1	-3.2	.
CC(C)C#Cc1cnc2c(c1)C(=O)N([C@@H](C)CO)C[C@@H](C)[C@@H](CN(C)Cc1cncnc1)O2	-4.6	.	9.2	-7.6	-6.7	-0.7	-1.8
O=C(NC(=S)N1CCc2ccccc21)c1ccc(Br)o1	0.3	8.3	1.8	.	-9.9	.	-3.0
COc1ccc(CC(=O)Nc2ccccc2N2CCCCC2)cc1OC	3.8	-1.9	-0.3	.	-0.2	.	-1.5
CCSc1nnc(-c2ccccc2N=Cc2c(C)[nH]n(-c3ccccc3)c2=O)c(=O)[nH]1	3.7	0.1	-7.5	.	0.4	.	-1.1
Cc1noc(C)c1S(=O)(=O)N(C)C[C@@H]1OCCCC[C@H](C)Oc2ccc(N(C)C)cc2C(=O)N([C@@H](C)CO)C[C@H]1C	-1.3	1.8	-5.3	-57.8	8.1	-0.7	-6.2
CCC(=O)N/N=C(\C)CC(=O)Nc1cc(Cl)ccc1C	0.0	-3.0	1.3	2.9	2.5	8.5	-2.9
O=[N+]([O-])c1ccc(N/N=C2\CC3CC=CC23)c([N+](=O)[O-])c1 (stereo not given)	-1.8	-0.8	-5.0	.	7.2	.	1.9
C[C@H](CO)N1C[C@H](C)[C@H](CN(C)C(=O)Nc2ccc3c(c2)OCO3)Oc2ccc(NC(=O)CCC(F)(F)F)cc2C1=O	2.6	.	6.7	-9.4	-4.8	-2.9	-0.5
O=C(Nc1c2c(nn1-c1ccc([N+](=O)[O-])cc1)CS(=O)(=O)C2)c1ccccc1F	0.8	9.7	-0.2	-4.7	-5.4	-4.6	0.9
Cc1cccc(NC(=O)c2ccccc2NC(=O)c2ccco2)c1	-1.5	-6.8	2.2	-9.9	-27.9	8.2	-3.6
Cc1ccc(NC(=O)Nc2nnc(CSCCOc3ccc(Cl)cc3)s2)cc1	-1.4	-0.7	-1.4	.	.	.	1.8
O=C(N[C@@H]1C=C[C@H](CC(=O)N2CCC(Cc3ccccc3)CC2)O[C@@H]1CO)c1cnccn1	2.3	-8.9	1.7	1.7	-26.1	1.5	2.8
C/C(=C\COc1ccc2ccc(=O)oc2c1)CC[C@@H](O)C(C)(C)O	.	-7.8	3.2	7.6	-18.0	23.1	0.1
CN(CC(=O)NCCc1ccc(S(N)(=O)=O)cc1)S(=O)(=O)/C=C/c1ccccc1	-5.7	-1.3	-1.5	5.0	5.9	3.1	-2.7
CC(Sc1nnc(C(F)(F)F)n1C)C(=O)Nc1ccc(N2CCOCC2)cc1 (stereo not given)	-1.4	6.2	-3.2	-2.7	6.8	-9.2	0.8
CCCc1nc(SCC(=O)O)c2sc(=S)n(-c3ccccc3)c2n1	4.8	3.5	-0.4	4.4	-0.6	-8.3	0.5
COc1ccc(S(=O)(=O)c2snnc2C)cc1	-6.6	-1.8	-3.0	-4.4	-13.3	-1.5	-1.8
Cc1oc(-c2cccs2)nc1CS(=O)CC(=O)NCc1ccc2c(c1)OCO2 (stereo not given)	-6.1	-4.0	-0.1	10.0	8.5	-3.6	0.1
Cc1nnc(C)c2c(C)n(Cc3ccc4c(c3)OCO4)c(C)c12	.	3.0	.	-16.8	.	-9.8	.
CC(C)COC(=O)N1CC(O)CC1C(=O)Nc1ccc2c(c1)OCO2 (stereo not given)	-4.3	-14.1	-0.1	4.4	-1.2	3.5	2.0
COc1cccc(CNC(=O)[C@H]2CCCN2C(=O)[C@H]2CCCN2S(=O)(=O)c2cccc(C)c2)c1	2.5	-1.4	-2.5	.	15.3	.	-1.9
CC1(C(=O)Nc2ccc3c(c2)OCCO3)CSCC(=O)N1C1CC1 (stereo not given)	2.8	-3.1	-1.9	.	5.1	.	-1.4
Cc1ccc(S(=O)(=O)N2CCOCC2)c2nsnc12	.	4.5	.	-0.7	.	-9.4	.
CCSc1nc2sc3c(c2c(=O)n1-c1ccccc1)CCN(C(C)C)C3	-4.3	-6.7	-14.8	-6.1	-6.6	4.4	-1.8
COc1ccc(Br)cc1CN1C(=O)NC2(CCCCCC2)C1=O	-1.5	2.0	-0.7	-5.4	4.8	9.7	1.2
CC(C)(C)c1ccc(-c2nnc(SCC(=O)NC3CC3)o2)cc1	0.3	-0.2	5.4	-1.2	-29.7	40.0	-0.9
CC(=O)OC(C)CS(=O)(=O)c1ccccc1 (stereo not given)	.	.	9.4	.	-1.4	.	0.2
Cc1ccc(S(=O)(=O)N(C)C[C@@H]2Oc3c(NC(=O)c4cc(C)nn4C)cccc3C(=O)N([C@@H](C)CO)C[C@@H]2C)cc1	0.7	.	6.9	5.9	-14.3	2.6	.

Full records as entered above. Order of values: SIRT5 block	FN deposit inh	S100A4 inh HTS	C2C12 statin	LGR2 inh	esBAF inh	Casp6 inh
CCCN1C[C@H](C)[C@H](OC)CN(C)C(=O)c2ccc(NC(=O)c3ccccc3F)cc2OC[C@@H]1C across the screens: 3.7	2.6	30.7	-14.9	-1.1	-3.2	.
O=C(NC(=S)N1CCc2ccccc21)c1ccc(Br)o1 across the screens: 0.3	8.3	1.8	.	-9.9	.	-3.0
C/C(=C\COc1ccc2ccc(=O)oc2c1)CC[C@@H](O)C(C)(C)O across the screens: .	-7.8	3.2	7.6	-18.0	23.1	0.1
O=[N+]([O-])c1ccc(N/N=C2\CC3CC=CC23)c([N+](=O)[O-])c1 (stereo not given) across the screens: -1.8	-0.8	-5.0	.	7.2	.	1.9
CC(C)COC(=O)N1CC(O)CC1C(=O)Nc1ccc2c(c1)OCO2 (stereo not given) across the screens: -4.3	-14.1	-0.1	4.4	-1.2	3.5	2.0

Additional structures.
SMILES	SIRT5 block	FN deposit inh	S100A4 inh HTS	C2C12 statin	LGR2 inh	esBAF inh	Casp6 inh
Cc1ccccc1NC(=O)Cc1nc(COC(=O)COc2ccc(C(C)(C)C)cc2)cs1	-1.0	-2.5	-6.0	21.1	-8.6	-2.7	2.3
CN1CCC(C2(O)c3ccccc3CCc3ccccc32)CC1	-3.9	3.1	-0.8	.	-3.6	.	-4.8
CCn1ncc(/C=C/C(=O)Nc2c(C)nn(CC)c2C)c1C	.	0.4	.	35.6	0.0	-0.8	.
NC(=O)c1cnn(C2CCS(=O)(=O)C2)c1 (stereo not given)	-1.2	.	-0.7	.	-15.6	.	-0.3
C[C@H](CO)N1C[C@H](C)[C@@H](CN(C)C)OCCCC[C@H](C)Oc2ccc(NS(C)(=O)=O)cc2C1=O	.	-4.0	.	5.8	-0.4	-2.8	.
CNC(=O)N(O)C1N(/N=C/c2ccc(N(C)C)cc2)C(=S)SC1(C)C (stereo not given)	-3.1	3.4	-0.3	13.4	-3.0	-1.6	-2.3
Nc1c(C(=O)Nc2ccccc2)sc2nc3c(c(-c4ccco4)c12)CCC3	.	7.2	.	6.5	.	20.3	.
CC1(C(=O)OCC(=O)Nc2cc(S(=O)(=O)N3CCOCC3)ccc2Cl)CC1(Cl)Cl (stereo not given)	1.0	17.5	-3.0	0.2	1.5	-0.9	4.4
Cc1cc(=O)oc2cc(NC(=O)COc3cccc(C(F)(F)F)c3)ccc12	3.1	-9.2	0.1	-31.7	10.6	0.4	3.5
COc1ccc(-c2cnc(C(O)c3ccc(C(C)(C)C)cc3)[nH]2)cc1 (stereo not given)	.	-2.6	5.3	-5.2	11.6	-3.2	4.1

Looked up above.
In FN deposit inh, O=[N+]([O-])c1ccc(N/N=C2\CC3CC=CC23)c([N+](=O)[O-])c1 (stereo not given) shows -0.8
In SIRT5 block, CC(C)C#Cc1cnc2c(c1)C(=O)N([C@@H](C)CO)C[C@@H](C)[C@@H](CN(C)Cc1cncnc1)O2 shows -4.6

Going on with the list:
SMILES	SIRT5 block	FN deposit inh	S100A4 inh HTS	C2C12 statin	LGR2 inh	esBAF inh	Casp6 inh
COc1ccccc1CNC(=O)COC(=O)CCN=C1NS(=O)(=O)c2ccccc21	2.3	5.6	-1.6	5.9	23.6	1.4	5.3
O=C(CSc1nc2c(sc3ccccc32)c(=O)n1CCCN1CCCC1)NCc1ccco1	-2.8	-2.4	-0.2	-7.6	7.8	0.8	-7.6
CC(=NNC(=O)c1ccc(NS(=O)(=O)c2cccs2)cc1)c1ccc(OCC(N)=O)cc1	1.8	0.2	-1.1	1.3	.	0.8	1.3
COc1cc(C(=O)N2CCN(S(=O)(=O)c3ccc(C)cc3)CC2)ccc1OCc1c(C)noc1C	.	12.6	.	-8.1	.	6.1	.
COc1ccc2c(c1)c1nnc(SCC(=O)Nc3ccccc3F)nc1n2C	-4.8	-2.5	1.0	10.7	-19.7	2.4	23.5
O=C(c1ccccc1)N1CC[C@H]2[C@H](CO)Nc3ccc(-c4ccccc4F)cc3[C@H]21	1.9	1.5	11.7	15.9	-27.4	-1.1	-1.4
O=C(NCCN1CCC(n2c(=O)[nH]c3ccccc32)CC1)c1cccc2c1-c1ccccc1C2=O	-7.0	-3.7	3.6	.	-4.1	.	-20.1
CN(c1cccc(NC(=O)c2cccc([N+](=O)[O-])c2)c1)S(C)(=O)=O	-2.2	11.1	-4.2	0.1	-2.4	8.7	1.1
COc1cccc2cc(C(=O)n3ccc(C)n3)c(=O)oc12	.	.	.	-4.1	0.7	5.2	.
COc1cc(S(=O)(=O)NC2CCCC2)c(OC)cc1Cl	.	2.6	.	2.3	-6.6	3.8	.
COCC#Cc1ccc(CC[C@H]2O[C@H]3CC[C@H](CO)O[C@H]3C[C@H]2n2cc(C3CC3)nn2)cc1	-10.7	.	-13.5	.	.	.	-1.4
CC(=O)Nc1ccc(NC(=O)COC(=O)c2cc(S(=O)(=O)N3CCCC3)ccc2O)cc1	0.3	5.9	1.7	3.0	7.6	-8.2	0.9
Cc1cc(C(=O)Nc2ccc(Cl)cc2)c2ccccc2n1	0.5	-3.2	-9.6	-6.0	6.4	-0.1	0.9
CC(NC(=O)C(c1ccccc1)c1ccccc1)c1ccc(S(N)(=O)=O)cc1 (stereo not given)	-4.1	-1.4	-1.5	-12.4	10.4	-1.0	.
Cc1coc2cc3oc(=O)cc(C)c3cc12	.	-0.3	.	4.6	-12.3	-4.0	.
COCc1cccc(-c2csc(C(NC(C)=O)c3ccc(F)c(F)c3)n2)c1 (stereo not given)	-2.5	.	-22.3	3.6	-14.5	12.7	0.8
CC(=O)Nc1ccc(S(=O)(=O)N2c3ccccc3C(C)=CC2(C)C)cc1	0.3	0.9	-3.2	.	-3.8	.	-0.2
COc1ccc(N2CCN(c3nc4ccccn4c(=O)c3C=O)CC2)cc1	0.8	-1.3	-5.6	-1.9	.	27.8	4.2
O=C(C1CC1)N1CC(=O)N2[C@@H](CO)[C@@H](c3ccc(C#Cc4cccc(F)c4)cc3)[C@@H]2C1	-4.3	-4.2	-4.6	.	-0.9	.	2.2
Cc1cc(C)cc(-n2c(SCC(=O)Nc3cccc(S(=O)(=O)NC4=NCCCCC4)c3)nc3ccccc3c2=O)c1	-2.5	-2.9	-4.0	.	-0.3	.	-2.4
COc1ccc(CN(C)C[C@@H]2OCCCC[C@@H](C)Oc3ccc(NC(=O)c4ccncc4)cc3C(=O)N([C@@H](C)CO)C[C@H]2C)cc1	3.2	-7.4	-2.2	.	-11.6	-0.5	4.1
Cc1cc(C)cc(NC(=O)C(OC(=O)c2ccc(O)cc2)c2ccccc2)c1 (stereo not given)	-0.4	-7.3	-6.3	10.7	-6.3	-2.6	-2.7
CC(=O)c1c(C)nc(-c2ccc(OCC(=O)Nc3ccccc3)cc2)n1O	2.0	-2.5	-4.2	-2.6	.	9.3	2.9
Cc1ccc(S(=O)(=O)N(C)C[C@H]2Oc3c(NC(=O)NC4CCCCC4)cccc3C(=O)N([C@H](C)CO)C[C@H]2C)cc1	6.6	.	-2.0	-39.3	-26.0	5.8	4.7
CONc1nc(NC(C)(C)C)nc(OCC#N)n1	0.7	13.3	-3.5	.	-12.5	.	-0.9
